Keap1-Nrf2 PPI = Keap1-Nrf2 protein-protein interaction inhibitors, primary screen, biochemical, fluorescence polarization, single point | Kelch-like ECH-associated protein 1 (Homo sapiens), Q14145 | Keap1 Kelch-Nrf2 peptide fluorescence polarization, 1536-well | AID 504523, 2011 | 0.15% of 340,000 active | inhibition, % at 9.4 µM; in the data active = inhibition above about 12%;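 also: human Keap1 Kelch domain with fluorescein labeled Nrf2 9mer peptide probe; 0% = neutral control wells and 100% = peptide positive control; higher means more block of Keap1 binding to Nrf2 peptide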
Target sequence (Q14145 whole entry, looked up, the tested form may be a part): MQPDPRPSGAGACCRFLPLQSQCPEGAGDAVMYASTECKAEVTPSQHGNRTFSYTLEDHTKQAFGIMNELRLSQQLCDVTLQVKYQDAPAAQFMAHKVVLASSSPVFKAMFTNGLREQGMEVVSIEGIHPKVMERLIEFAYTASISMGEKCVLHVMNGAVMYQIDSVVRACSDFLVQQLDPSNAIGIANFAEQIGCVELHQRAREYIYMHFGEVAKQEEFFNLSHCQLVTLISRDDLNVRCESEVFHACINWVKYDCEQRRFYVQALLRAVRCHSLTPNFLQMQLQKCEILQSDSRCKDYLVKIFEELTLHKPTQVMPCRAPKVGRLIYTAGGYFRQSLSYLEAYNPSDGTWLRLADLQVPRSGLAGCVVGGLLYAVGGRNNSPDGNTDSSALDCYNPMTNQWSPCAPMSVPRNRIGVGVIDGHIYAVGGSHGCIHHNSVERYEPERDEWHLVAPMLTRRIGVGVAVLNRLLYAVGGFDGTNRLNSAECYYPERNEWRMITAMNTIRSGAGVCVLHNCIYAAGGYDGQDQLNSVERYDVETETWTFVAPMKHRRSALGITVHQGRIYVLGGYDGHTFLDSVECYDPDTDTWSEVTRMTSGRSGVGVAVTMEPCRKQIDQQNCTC
DAGLB inhibitor = DAGLB lipase inhibitors, primary screen, biochemical, fluorescence, HTS; inhibition, % at 5.17 µM; HEK293T DAGLB membrane lysate, EnzChek fluorogenic substrate; 0.059% of 340,000 active; Diacylglycerol lipase-beta (Homo sapiens), Q8NCG7; in the data active = inhibition above about 34%;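 also: 0% = enzyme with vehicle and 100% = wells lacking enzyme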
C-LANA FP = inhibitors of KSHV C-LANA binding to DNA, primary screen, biochemical, fluorescence polarization, FAM-LBS DNA, MBP-C-LANA, single point | Kaposi's sarcoma herpesvirus LANA C-terminal domain (residues 932-1162) DNA binding | inhibition, % at 9 µM | 0.078% of 340,000 active;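 active = highest replicate inhibition at or above 60% at 9 µM, even if other replicates fall short; inactive = all replicates below 60% inhibition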;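 also: 0% = neutral control wells and 100% = 4 µM acridine orange control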
PvdQ acylase = P. aeruginosa PvdQ acylase inhibitors, primary screen, biochemical, fluorescence, plate reader and imaging, single point. PvdQ acylase [Pseudomonas aeruginosa LESB58]. purified PvdQ acylase. inhibition, % at 10 µM. 0.063% of 340,000 active. AID 488965, 2010; in the data active = inhibition above about 30%, passing the limit was not always enough;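 also: 0% = vehicle neutral wells and 100% = reference inhibitor wells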
PKA-R2B activ = activators of PKA-R2B holoenzyme, primary screen, biochemical, fluorescence polarization, Cy5-IP20, human; cAMP-dependent protein kinase catalytic subunit beta (Homo sapiens) + cAMP-dependent …; PKA-R2B holoenzyme dissociation; R2B truncated from residue 108, S112A mutant; 0% DMSO only, 100% 113 µM cGMP; activation, % at 11.4 µM; 0.079% of 340,000 active;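 active = activation above a cutoff set at the mean over all compounds plus 3 SD, cut at about 18% in these data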;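 also: higher means more holoenzyme dissociation and a rise in polarization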
Arr AP2 block = inhibitors of beta-arrestin/AP2 binding, primary screen, biochemical, GPCR trafficking, flow cytometry; FITC-arrestin peptide / GST-AP2 beads; AP2 beta2 appendage carries R879A mutation; beta-arrestin 1 C-terminal peptide binding to AP2 beta2-adaptin appendage (human); 0.31% of 340,000 active; inhibition, % at 10 µM;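 active = inhibition above a set limit, near 3 SD of compounds lacking own fluorescence, cut at about 54% in these data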;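 also: plate controls were DMSO wells for no effect and 5 µM unlabelled arrestin peptide for full effect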
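Test system: GST-tagged AP2 beta2-adaptin appendage (R879A) on 4 µm glutathione beads; also added: fluorescein-tagged arrestin peptide at 50 nM final; timing: 12 min plus 1 h, RT; signal: flow cytometry, FL1 (488/535 nm); read-out: percent drop in bead-associated FITC signal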
SR-BI uptake up = activators of SR-BI mediated DiI-HDL uptake, primary screen, ldlA[mSR-BI] CHO cells, DiI fluorescence; 3 h; 100 = double the neutral-control signal; activation, % at 12.5 µM; 0.096% of 320,000 active; AID 504775, 2011;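 active = mean replicate activation of at least 60% and every replicate at or above 60%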;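 also: 0% = median plate neutral-control signal and 100% = twice that signal; values of inactives mirror those of a sister screen read the other way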
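Assay system: CHO ldlA[mSR-BI] cells, LDL receptor-null, SR-BI overexpressing; medium: Ham's F12 with 0.5% BSA, HEPES 25 mM, pH 7.4; also added: DiI-HDL 10 µg/mL; timing: 3 h uptake period with compound, 37 °C; signal: DiI fluorescence, bottom read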
NSD2 inh = NSD2 histone methyltransferase inhibitors, primary screen, biochemical, AlphaScreen, single concentration, set 2. inhibition, % at 12.5 µM. NSD2 peptide methylation, 120 min. 0.54% of 310,000 active. Histone-lysine N-methyltransferase NSD2 (Homo sapiens), O96028; in the data active = inhibition above about 50%
Cardiac RTF inh = cardiac RTF calcium sensitivity inhibitors, primary screen, biochemical, IANBD-TnC fluorescence, EC70 calcium. inhibition, % at 7.15 µM. IANBD-labeled cardiac RTF, Ca2+ fluorescence. 0.12% of 340,000 active;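 active = inhibition above the mean inhibition of all tested compounds plus 3 SD, cut at about 17% in these data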;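 also: assay run at fixed EC70 calcium of 1.6 mM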
SR-BI HDL uptake = inhibitors of SR-BI mediated HDL lipid uptake, primary screen, ldlA[mSR-BI] cells, fluorescence, single point; AID 488896, 2010; ldlA[mSR-BI] CHO cells, DiI-HDL uptake fluorescence, 3 h; Scavenger receptor class B member 1 (Mus musculus), Q61009; 0.96% of 320,000 active; inhibition, % at 12.5 µM;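 active = mean replicate inhibition of at least 70% and a set share of replicates each scoring 70 or more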;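 also: 0% = median of neutral control wells and 100% = median of positive control wells; values of inactives mirror those of a sister screen read the other way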
Target sequence (Q61009 whole entry, looked up): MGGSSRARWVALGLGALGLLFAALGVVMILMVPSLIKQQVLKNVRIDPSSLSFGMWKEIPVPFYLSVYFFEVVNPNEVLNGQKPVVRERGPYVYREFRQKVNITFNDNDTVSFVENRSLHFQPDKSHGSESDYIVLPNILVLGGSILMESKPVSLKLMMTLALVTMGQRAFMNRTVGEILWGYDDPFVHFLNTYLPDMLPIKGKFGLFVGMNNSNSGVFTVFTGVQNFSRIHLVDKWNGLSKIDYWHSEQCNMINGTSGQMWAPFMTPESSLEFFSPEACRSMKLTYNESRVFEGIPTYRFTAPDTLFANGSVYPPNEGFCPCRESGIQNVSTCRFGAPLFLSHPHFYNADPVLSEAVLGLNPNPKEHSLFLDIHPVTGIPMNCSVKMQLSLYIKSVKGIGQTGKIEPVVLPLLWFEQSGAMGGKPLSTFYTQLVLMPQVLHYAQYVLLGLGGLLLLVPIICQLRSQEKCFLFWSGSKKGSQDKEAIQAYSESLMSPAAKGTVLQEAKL
Numbers without * were called inactive; x = no result given. The order is random; about 2.1% have a hit in one of these screens.

SMILES | Keap1-Nrf2 PPI | DAGLB inhibitor | C-LANA FP | PvdQ acylase | PKA-R2B activ | Arr AP2 block | SR-BI uptake up | NSD2 inh | Cardiac RTF inh | SR-BI HDL uptake
CCOC(=O)c1ccc(NC(=S)N(CCCN2CCCC(C)C2)Cc2ccco2)cc1 (configuration not stated) | 1 | -3 | 4.2 | -11 | -4 | 6 | -15 | 6 | 2 | 15
CCOc1ccc(CNC(=O)C2Cc3cc(S(=O)(=O)N4CCCC4)ccc3N2C(C)=O)cc1 (configuration not stated) | 1 | 1 | -1.2 | 5 | -8 | 42 | -3 | 5 | -1 | 3
Cc1cccc(NS(=O)(=O)c2nnc(NC(=O)c3ccc(C)c(C)c3)s2)c1 | 4 | 6 | 1.1 | -8 | -5 | 5 | x | x | -5 | x
O=C(COC(=O)C1CC1)Nc1nc(-c2ccc(F)c(F)c2)cs1 | 2 | -3 | -1.7 | 3 | -9 | 34 | 2 | -1 | 8 | -2
CCc1cc(C(=O)N2CCCC(Nc3ccc(F)c(F)c3)C2)n(C)n1 (configuration not stated) | -1 | 0 | -0.4 | -7 | -6 | 2 | -1 | 0 | -2 | 1
O=C(CCS(=O)(=O)c1ccccc1)NCc1ccccc1 | 3 | 2 | 0.6 | 14 | 4 | 3 | 18 | 1 | 2 | -18
CCC(C)(C)n1nnnc1C(c1cc(OC)ccc1OC)N1CCN(Cc2ccccc2)CC1 (configuration not stated) | -1 | -3 | 0.0 | -12 | -7 | -4 | -7 | 3 | 4 | 7
O=[N+]([O-])c1cccc(CNC2CCCCCC2)c1 | -1 | 0 | -0.5 | -8 | -6 | -13 | 3 | 0 | -6 | -3
Cc1nn(C(C)C(=O)O)c(=O)c2ccccc12 (configuration not stated) | -3 | -3 | -1.1 | -10 | 3 | -10 | -4 | 3 | -5 | 4
CCCCN(CCCC)CC(O)CN(c1cc([N+](=O)[O-])ccc1OC)S(=O)(=O)c1ccccc1 (configuration not stated) | -2 | 0 | -0.7 | -10 | -2 | 3 | -3 | 14 | -4 | 3
Cc1ccc(C(=O)OCc2nnc(-c3ccccc3)o2)cc1S(=O)(=O)N1CCOCC1 | -4 | 1 | 0.2 | -12 | -4 | -6 | 4 | 2 | -8 | -4
CCOc1cc(/C=N/NC(=O)COc2ccc(C)cc2)ccc1OC(=O)c1cccs1 | -2 | -4 | 3.5 | -12 | -8 | -6 | -38 | -8 | 4 | 38
CC(C)CNC(=O)CSc1nc2scc(-c3ccccc3)c2c(=O)[nH]1 | -3 | 5 | 0.5 | -10 | -13 | 2 | 31 | -1 | 6 | -31
COCC(Cc1ccccc1)NC(=O)Cn1cc(C)c(=O)[nH]c1=O (configuration not stated) | 3 | -5 | -0.2 | -9 | 4 | -10 | 5 | x | 3 | -5
CC(C)(Oc1ccc(Cl)cc1)C(=O)O | 0 | 2 | 2.1 | -4 | 0 | 5 | -8 | x | -18 | 8

Shown with two lines to a compound: three of the compounds above
Results follow in this order: Keap1-Nrf2 PPI	DAGLB inhibitor	C-LANA FP	PvdQ acylase	PKA-R2B activ	Arr AP2 block	SR-BI uptake up	NSD2 inh	Cardiac RTF inh	SR-BI HDL uptake
CCOC(=O)c1ccc(NC(=S)N(CCCN2CCCC(C)C2)Cc2ccco2)cc1 (configuration not stated)
→ 1	-3	4.2	-11	-4	6	-15	6	2	15
CCCCN(CCCC)CC(O)CN(c1cc([N+](=O)[O-])ccc1OC)S(=O)(=O)c1ccccc1 (configuration not stated)
→ -2	0	-0.7	-10	-2	3	-3	14	-4	3
CCC(C)(C)n1nnnc1C(c1cc(OC)ccc1OC)N1CCN(Cc2ccccc2)CC1 (configuration not stated)
→ -1	-3	0.0	-12	-7	-4	-7	3	4	7

Other results follow:
SMILES | Keap1-Nrf2 PPI | DAGLB inhibitor | C-LANA FP | PvdQ acylase | PKA-R2B activ | Arr AP2 block | SR-BI uptake up | NSD2 inh | Cardiac RTF inh | SR-BI HDL uptake
COc1ccc(-c2sc3ccccc3c2-c2ccc(OCCN3CCOCC3)cc2)cc1 | -4 | -3 | 1.9 | -8 | -2 | -9 | -39 | x | -5 | 39
Cc1cc(NC(=O)CSc2nc3ccsc3c(=O)n2CCCCC(=O)O)no1 | -3 | -1 | 3.8 | 5 | 1 | 18 | 2 | -3 | -9 | -2
O=C(NCc1ccccc1F)C1CCCN1S(=O)(=O)c1ccc(Cl)cc1 (configuration not stated) | -3 | -1 | -0.6 | -13 | -3 | 0 | -2 | -5 | -4 | 2
Cc1ccc(Nc2c(-c3ccc(C)o3)nc3cnccn23)cc1 | 3 | 2 | 1.9 | -7 | -4 | 0 | -26 | x | -3 | 26
Cc1ccc(/C=N/Nc2cc(C)nc(N3CCOCC3)n2)cc1 | 2 | -1 | 0.1 | -1 | -8 | 31 | 0 | 0 | 0 | 0
CC(C(=O)N1CCc2ccccc21)N1CCN(S(=O)(=O)c2cccs2)CC1 (configuration not stated) | 3 | -4 | -0.3 | 0 | -10 | -6 | 16 | -5 | -1 | -16
COc1ccc(C2NC(c3ccc(OC)cc3)C([N+](=O)[O-])C(C)(C)C2[N+](=O)[O-])cc1 (configuration not stated) | 3 | -7 | -0.8 | -8 | 5 | -6 | 2 | -2 | -17 | -2
CN(C)S(=O)(=O)c1ccc(NC(=O)CCNC(=O)c2ccco2)cc1 | -4 | 2 | 0.2 | -26 | 3 | -1 | 6 | 59* | -7 | -6
Cn1c(=O)c2c(nc(Br)n2CC(=O)c2cccs2)n(C)c1=O | 2 | -3 | -0.3 | 1 | -7 | 22 | 2 | 0 | 1 | -2
CCOc1cc(-c2nc(C)c(C(C)=O)n2O)ccc1OCC(=O)Nc1cccc(C)c1 | 2 | 3 | 2.1 | -2 | 0 | 3 | -28 | -1 | 5 | 28
Cc1nn(-c2ccccn2)c2c1C(=O)CC(C)(C)C2Br (configuration not stated) | -4 | -3 | -0.6 | -11 | 2 | 9 | 0 | 4 | -7 | 0
Cc1ccc(C)c(-n2cc(CN3CCCN(C=O)CC3)c(-c3ccccc3)n2)c1 | 0 | 1 | 0.7 | 3 | 4 | 0 | x | 7 | -16 | x
Cc1cc(C(=O)N2CCCC(Nc3ccc(C(C)C)cc3)C2)nn1C (configuration not stated) | -2 | -2 | -1.3 | -1 | -5 | 2 | 1 | 2 | -3 | -1
COC(=O)c1ccc(Oc2ccc3nncn3n2)cc1 | -7 | 0 | 0.7 | -14 | 4 | 6 | 1 | -2 | 1 | -1
Cc1cc(N2CCOCC2)nc2ccc(NC(=O)CCC(=O)N3CCN(c4ccc(F)cc4)CC3)cc12 | -2 | -2 | -1.3 | 5 | 0 | 16 | -54 | 23 | 11 | 54
Cc1ccc(-n2c([O-])nc(-[n+]3ccccc3)c2C=O)cc1 | -1 | 1 | -1.5 | 3 | -2 | 31 | 15 | x | 5 | -15
c1ccc(Nc2nc(-c3ccncc3)cs2)nc1 | -2 | -2 | -0.2 | -8 | -1 | -2 | x | 2 | 0 | x
NS(=O)(=O)c1ccc(CNC(=O)CSc2nc3ccc(Cl)cc3[nH]2)cc1 | -2 | -1 | -0.6 | -10 | -8 | 1 | -4 | x | -12 | 4
CCN(CC)CCN1C(=O)C(=O)/C(=C(/O)c2c(C)[nH]c(C(=O)OC)c2C)C1c1ccccc1OC (configuration not stated) | 0 | 0 | 4.0 | 8 | -15 | -3 | 17 | 8 | -11 | -17
COc1ccccc1C(CNC(=O)c1cccc(S(=O)(=O)Nc2ccc(C)cc2)c1)N1CCCC1 (configuration not stated) | 0 | -1 | -0.6 | -3 | -4 | 15 | -24 | 12 | 6 | 24
O=C(c1cccs1)N1CCN(Cc2cccnc2)CC1 | -1 | -2 | -0.1 | 14 | 6 | 24 | 14 | -1 | 7 | -14
CN1CCN(C(=O)c2ccc(NS(=O)(=O)c3cccc([N+](=O)[O-])c3)cc2)CC1 | 0 | -2 | 1.0 | 1 | 8 | -1 | 5 | 13 | 1 | -5
COc1ccc(S(=O)(=O)Nc2cccnc2)c(Cl)c1Cl | 0 | 0 | -0.7 | -3 | -3 | 13 | 17 | -4 | -7 | -17
Cc1ccc(Nc2nc3ccccc3n3nnnc23)cc1 | 1 | -3 | -0.3 | -6 | -13 | -5 | -12 | -1 | -1 | 12
Cc1ccc2nc(N/N=C/c3ccco3)cc(C)c2c1 | -6 | -3 | -1.4 | -7 | -4 | 1 | 20 | 6 | 0 | -20
Cc1noc2ncnc(Sc3ccc(Br)cc3)c12 | -4 | -5 | -1.2 | -6 | -4 | 21 | 4 | -1 | -15 | -4
O=C(COC(=O)c1cc(S(=O)(=O)N2CCCCC2)ccc1Cl)NC1CCS(=O)(=O)C1 (configuration not stated) | -1 | -1 | 0.4 | -13 | 13 | -9 | -19 | 0 | -7 | 18
COc1cccc(CC(=O)Nc2ccccc2C(=O)N2CCOCC2)c1 | 1 | 2 | 0.3 | -5 | 11 | -3 | 71* | -3 | -8 | -71
COc1ccc(N2CCN(CCNS(=O)(=O)c3ccc(C)cc3)CC2)cc1 | -1 | -2 | -0.2 | 5 | -10 | 6 | 18 | 4 | -11 | -18
COc1ccc(/C=N/NC(=O)c2cccc(NC(C)=O)c2)c(OC)c1 | 1 | -2 | 1.0 | 7 | -8 | 31 | -9 | 0 | 11 | 9
Cc1cccc(-n2nc3c(c2NC(=O)c2ccc(Br)o2)CSC3)c1C | -3 | 0 | 0.4 | -15 | 6 | 2 | -15 | -3 | -2 | 15
Cc1csc(N/N=C/c2ccccn2)n1 | -2 | 3 | 0.2 | -4 | 4 | 9 | 16 | 2 | -12 | -16
O=C1CN(c2ccc(Cl)cc2)C2(CCCCC2)S1 | -3 | 0 | -0.4 | -18 | 2 | 2 | 0 | 0 | -30 | 0
O=C(Nc1ccc(N2CCOCC2)cc1N1CCOCC1)c1ccc([N+](=O)[O-])cc1Cl | -6 | -1 | -1.6 | -21 | 6 | 6 | -3 | 3 | -4 | 3
COc1ccc(/C=C(\C#N)C(=O)c2c(C)[nH]c3ccccc23)cc1OC | -6 | 0 | -0.8 | -10 | 2 | -2 | -23 | 12 | -1 | 23
CCOC(=O)CN1C(=O)CSc2ccc(S(=O)(=O)N3CCCC3)cc21 | -5 | 1 | 0.5 | -4 | -5 | 10 | -15 | -3 | -7 | 15
CCOC(=O)C(=CNc1cccc(N)n1)C(=O)OCC | -3 | -2 | 1.7 | -12 | 8 | 10 | -7 | -1 | -5 | 7
